HTT ATP protect: Huntington cell model cytoprotection by ATP luminescence; PC12 HTT-Q103 induced, cytoprotection, ATP luminescence, 40 h; Potency, µM (titrated, usually from 56.4 µM), for inactives: cytoprotection (ATP increase), hits mostly activators; hit rate 0.14% among 230,000;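 also: potency is read from the fitted curve at half-maximal effect; % of control where 0% means no effect; nearly all actives have a fitted effect of over 45% in size; toxic huntingtin expression switched on by the ecdysone agonist tebufenozide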
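PC12 cells with ecdysone-inducible HTT exon 1 Q103-GFP, induced with 100 nM tebufenozide and co-treated with library compounds in a dose series (1536-well, 1500 cells/well). Cytoprotection read as ATP content by ATPlite luminescence.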
HTT aggregate: mutant huntingtin aggregation inhibition; PC12 HttQ103-GFP aggregates, Acumen cytometry, 40 h; Potency, µM (doses to about 46.1 µM), for the others: top-dose activity change, negative = inhibition, usual class: inhibitors; hit rate 1.1% among 220,000; AID 1688; also: potency is read from the fitted curve at half-maximal effect; % is scaled to controls: 0 for no effect and ±100 for the full control effect; nearly all actives have a fitted effect of over 60% in size
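Steps: seed 1500 PC12 HTTQ103-GFP cells/well; add tebufenozide, 100 nM final; add compound titration; add ATPLite reagent; quantify GFP aggregates by laser scanning cytometry.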
GAA inhib: inhibitors of human lysosomal alpha-glucosidase. AID 1466. Potency, µM (top dose mostly 76.9 µM), for the others: at the top dose activity change, negative = inhibition, usual class: inhibitors. P10253. hit rate 0.005% among 200,000. purified human GAA, 4-MU-alpha-glucoside fluorescence;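 also: potency is read from the fitted curve at half-maximal effect; plate controls were uninhibited enzyme wells for no effect and no-enzyme background for full effect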
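Human enzyme at 4 nM with 400 uM 4-methylumbelliferyl-alpha-D-pyranoside, citrate/phosphate buffer pH 5.0, 0.005% Tween-20, 20 min at room temperature. Compounds up to 77 uM. 4-MU fluorescence (Ex 365/Em 440) read after NaOH/glycine stop; AC50 from Hill fit.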
GAA glycogen: GAA glycogen-cleavage inhibition or activation | recombinant GAA, glycogen substrate, Amplex Red glucose oxidase fluorescence | Potency, µM (doses to about 76.4 µM), for the others: at the top dose activity change, negative = inhibition, most hits filed as inhibitors | hit rate 0.38% among 300,000 | AID 2100;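 also: potency is read from the fitted curve at half-maximal effect; 0% = full enzyme reaction and -100% = no-enzyme basal signal; the screen sought inhibitors and activators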
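Recombinant human enzyme (4 nM); glycogen substrate; 37 C, 40 min, pH 5.0. Readout: coupled glucose oxidase/Amplex Red fluorescence.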
Lamin A splicing: modulators of lamin A splicing; HeLa LMNA splicing GFP/RFP minigene ratio, 48 h; hit rate 0.01% among 200,000; Potency, µM (top dose mostly 46.1 µM), inactives show at the top dose ratio change, negative = inhibition, most hits filed as inhibitors; active = well fitted inhibition curve with a large enough effect in the signal ratio, with a control signal flat, not every such curve was filed as active; inconclusive = small, poorly fitted or top-dose-only effect, or effect the other way, or a change in a side signal; the % refers to the signal ratio; also: potency is read from the fitted curve at half-maximal effect; % is scaled to controls: 0 for no effect and ±100 for the full control effect
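Read-out is the ratio of GFP to DsRed2 object intensity, acquired by 488 nm laser-scanning cytometry on HeLa lamin A-EGFP minigene reporter cells. Compound incubation 48 hrs at 37 °C in Opti-MEM with 2% FBS; DMSO 0.5% final.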
CBFb-RUNX1 inh: CBF-beta/RUNX1 interaction disruption; Q01196+Q13951; AlphaScreen CBFb-His/RUNX1-biotin binding, biochemical; Potency, µM (top dose mostly 59.8 µM), inactives show at the highest dose activity, negative = inhibition, most hits filed as inhibitors; 230,000 tested, under 10 active; also: % of control where 0% means no effect
Target sequence (Q01196 whole entry, looked up): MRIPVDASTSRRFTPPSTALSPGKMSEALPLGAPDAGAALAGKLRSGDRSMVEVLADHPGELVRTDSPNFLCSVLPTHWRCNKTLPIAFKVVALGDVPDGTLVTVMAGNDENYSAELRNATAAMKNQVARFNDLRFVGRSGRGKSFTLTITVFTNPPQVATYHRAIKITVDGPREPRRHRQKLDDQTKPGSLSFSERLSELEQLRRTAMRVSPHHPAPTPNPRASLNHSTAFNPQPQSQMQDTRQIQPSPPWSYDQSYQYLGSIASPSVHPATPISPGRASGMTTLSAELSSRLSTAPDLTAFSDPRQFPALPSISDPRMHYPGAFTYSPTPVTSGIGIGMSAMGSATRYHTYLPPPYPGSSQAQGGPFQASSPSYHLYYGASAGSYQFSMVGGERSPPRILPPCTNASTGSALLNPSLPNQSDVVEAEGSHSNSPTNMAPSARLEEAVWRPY
Target sequence (Q13951 whole entry, looked up): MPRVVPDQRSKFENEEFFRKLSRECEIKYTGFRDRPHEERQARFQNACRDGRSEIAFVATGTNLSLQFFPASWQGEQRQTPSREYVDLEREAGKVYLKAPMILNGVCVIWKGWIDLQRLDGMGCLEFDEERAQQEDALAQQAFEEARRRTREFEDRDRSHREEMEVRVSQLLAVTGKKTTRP
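Interaction loss through any mechanism counts as activity. Pre-formed complex of His-CBF-beta and biotin-RUNX1 (30 nM apiece) is incubated with compound 15 min, then with 50 ng nickel and 50 ng streptavidin beads for 90 min before AlphaScreen detection.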
aGlu spleen mod: inhibitors or activators of human alpha-glucosidase in spleen homogenate. human spleen homogenate, 4-MU-alpha-glucoside fluorescence. Potency, µM (titrated, usually from 79.9 µM), for the others: top-dose activity change, negative = inhibition, hits mostly inhibitors. hit rate 0.006% among 240,000. AID 2112;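 also: potency is read from the fitted curve at half-maximal effect; 0% = enzyme with vehicle and -100% = no enzyme basal signal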
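Enzyme source: human spleen homogenate, 1 ug/well. Buffer 50 mM citric acid/K phosphate pH 5.0, 0.01% Tween-20. 4-MU-alpha-glucoside 1 mM; 37 C x 40 min; NaOH/glycine stop; fluorescence.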
Numbers without * were called inactive; ? = inconclusive; . = no result given; [ ] = remark or other dose. Unless noted, calls follow the shape of the dose curve; as a rule, active = well fitted curve in the direction sought with a large enough effect; inconclusive = small, poorly fitted or top-dose-only effect, or another doubt; inactive = no such curve, though single readings can be large; an effect the other way counts as inactive or inconclusive.

Order of results – HTT ATP protect	HTT aggregate	GAA inhib	GAA glycogen	Lamin A splicing	CBFb-RUNX1 inh	aGlu spleen mod
COC(=O)COc1ccc(=O)n(-c2ccccc2)n1
→ 7%	5%	1%	7%	14%	4%	1%
CC(C)n1nc(C(=O)Oc2cc(Cl)ccc2Cl)c2ccccc2c1=O
→ -58%[inhibitor][10 µM]	?	8%	1%	-12%	-1%	-8%
Cc1nc2nc(SCC(=O)NCCCN3CCOCC3)nn2c(C)c1Cc1ccccc1
→ -6%	-21%	4%	-5%	-4%[46 µM]	10%	-1%
CC(C)CCNC(=O)C1CCN(S(=O)(=O)c2ccc3c(c2)CCC(=O)N3)CC1
→ -8%	12%	-10%	10%	3%	2%	-4%
Cc1cc2c(c(=O)n1Cc1ccccn1)C(C(C)C)C(C#N)=C(N)O2 (centres undefined)
→ -9%	-1%	-10%	3%	5%	2%	-9%
O=C(CC1C(=O)NCCN1C(=O)Nc1ccccc1)Nc1cccc(C(F)(F)F)c1 (centres undefined)
→ -10%	4%	?	-12%	-6%	5%	-13%
OC(COc1ccccc1)CN1CCN(CC(O)COc2ccccc2)CC1 (centres undefined)
→ 6%[10 µM]	1%	-6%	5%	-18%[46 µM]	18%	-2%
O=C(c1ccc2c3n(nc2c1)-c1ccc(Cl)cc1CO3)N1CCCCC1
→ -17%[10 µM]	1%[9.22 µM]	.	-9%	.	-10%	21%
CC(CCc1ccc(O)cc1)NCC(O)c1ccc(O)cc1 (centres undefined)
→ ?	10%	.	.	-5%	.	.
COc1ccc(CNC(=O)CN(c2cccc([N+](=O)[O-])c2)S(C)(=O)=O)cc1
→ 8%	0%[9.22 µM]	3%	20%	29%[46 µM]	-3%	-4%
Cc1cccc(CN(CC(=O)N/N=C/c2cccs2)S(=O)(=O)c2ccc(Cl)cc2)c1
→ -14%	12%	-6%	-5%	0%	-4%	-14%
COC(=O)N/N=C(\C)c1ccc2ccccc2c1OC(F)F
→ 0.79µM*	?	-6%	-4%	?	-8%	-1%
O=[N+]([O-])c1ccc2nc(CCCO)[nH]c2c1
→ 6%[10 µM]	4%[9.22 µM]	?	-11%	28%[46 µM]	1%	3%
Cc1ccc(C(=O)c2ccccc2C(=O)OCC(=O)Nc2ccc(SC(F)F)cc2)cc1
→ .	9%	2%	-2%	?	-8%	1%
COc1ccc(/C=N/NC(=O)c2[nH]c3ccc(Br)cc3c2-c2ccccc2)cc1
→ -82%[inhibitor][10 µM]	21%	2%	0%	?	-8%	6%
CC(C)N(C1=N/C(=C\c2ccco2)C(=O)N1c1ccccc1)C(C)C
→ -1%	18%	-10%	7%	14%	4%	-2%
CS(=O)(=O)N1CCN=C1SCc1ccc([N+](=O)[O-])cc1
→ ?	-18%	3%	8%	10%[9.22 µM]	3%	-14%
O=C(O)c1ccc2c(=O)[nH]c(CCl)nc2c1
→ ?	-1%	-1%	-10%	?	-1%	0%
COc1ccc(N2C(=O)CCC2(C(N)=O)c2ccccc2)cc1 (centres undefined)
→ .	-1%	-10%	21%	4%[46 µM]	10%	-5%
Cc1cccc(NC(=O)c2ccccc2O)c1C
→ -16%[10 µM]	?	?	-3%	?	-1%	-3%
CC(C)(C)c1nc(SCC(=O)Nc2nc3c(s2)CCCC3)c2ccccc2n1
→ -34%	-8%	-7%	2%	?	-1%	-10%
COc1cc(OC)cc(-c2cc(NC(C)=O)n[nH]2)c1
→ -16%	-7%	3%	12%	-12%	3%	2%
Cc1nnc(NC(=O)C2C3C=CC(O3)C2C(=O)O)s1 (centres undefined)
→ 13%[10 µM]	30%	?	13%	13%	3%	-5%
CCN(CC(=O)NC1CCS(=O)(=O)C1)c1nc(-c2cccnc2)nc2ccccc12 (centres undefined)
→ -21%	16%	?	-7%	?	0%	-5%
Cn1nnnc1SCC(=O)Nc1cccc(S(=O)(=O)N2CCCC2)c1
→ -18%	-9%	?	6%	7%[46 µM]	7%	-7%
O=C(O)C1C2C=CC(C2)C1C(=O)N1CCN(CCO)CC1 (centres undefined)
→ -7%	-14%	-1%	2%	0%	5%	1%
COc1ccc(OC)c(C(=O)c2ccc(C(=O)Nc3cccc4ccccc34)cc2)c1
→ -9%[10 µM]	-4%	-5%	2%	?	-4%	-4%
CNc1ccnc(-c2ccccc2CN(C)C)n1
→ 13%	.	.	.	0%	.	4%
CC1CCCN(C(C(=O)Nc2ccc(C(C)C)cc2)c2ccc3c(c2)OCO3)C1 (centres undefined)
→ 9%	?	?	-18%	-4%	0%	1%
c1ccc(Nc2ccc(-n3ccnc3)nn2)cc1
→ -47%	15%	11%	8%	.	-3%	4%
CCOc1ccc(N2C(=O)CC(N(CCc3ccccc3)C(=O)/C=C/C(=O)O)C2=O)cc1 (centres undefined)
→ -3%[10 µM]	-1%[9.22 µM]	?	20%	6%[46 µM]	9%	-13%
N#CCOC(=O)/C=C/c1ccc2c(c1)OCO2
→ -25%	5%	-2%	?	.	6%	1%
CCCCCCC1CC(CC(=O)Nc2ccc([N+](=O)[O-])cc2)C(=O)O1 (centres undefined)
→ 20%[1.9 µM]	-14%	-10%	6%	?	5%	-16%
CCOC(=O)C1CCCN(c2ncnc3c2cnn3-c2ccc(Cl)cc2)C1 (centres undefined)
→ -21%	9%	-9%	-3%	5%	23%	-2%
Cc1cc2cc(CNS(=O)(=O)N(C)C)ccc2[nH]1
→ 0%[10 µM]	12%	-4%	1%	0%	?	-20%
N#CCC(=O)Nc1ncc(Cc2ccccc2Cl)s1
→ 14%[10 µM]	4%	-1%	18%	.	-8%	1%
COC(=O)C1=CN(Cc2ccc(OC)c(OC)c2)C=C(C(=O)OC)C1c1cccs1
→ -32%	9%	?	3%	.	?	.
CN(C)S(=O)(=O)N1CCN(S(=O)(=O)c2ccc(F)cc2)CC1
→ -8%	-14%	2%	-4%	3%	2%	-5%
CC(=O)NC(=O)COC(=O)c1ccc2ncsc2c1
→ -7%	19%	-4%	-16%	.	?	2%
CCOC(=O)C1=C(C)NC2(O)c3ccccc3C(=O)C12O (centres undefined)
→ -2%	-3%	-1%	4%	13%	-1%	-2%
CCSc1nc(N)c2c3c(sc2n1)CCC3
→ -13%	-11%	-4%	8%	-2%	7%	-1%
O=Cc1c(-c2ccccc2)nc2ccccn12
→ -9%[10 µM]	1%[9.22 µM]	.	-3%	.	0%	4%
CC(C)(C)NC(=O)COC(=O)c1cc(S(=O)(=O)N2CCCCC2)ccc1N1CCOCC1
→ -7%	13%	6%	2%	15%	6%	5%
Cc1ccc(/C(N)=N/OC(=O)c2ccc3c(c2)OCO3)cc1
→ .	0%	-2%	9%	?	-13%	-13%
COc1ccc(N2CCN(CCCNC(=O)C3(S(=O)(=O)c4ccc(Cl)cc4)CC3)CC2)cc1
→ 20%[10 µM]	-11%	2%	-16%	11%	-16%	-7%
COc1ccc(N/C=C\C(=O)c2ccc3c(c2)OCO3)cc1OC
→ .	28%	2%	6%	?	-4%	6%
Cc1ccccc1NC(=O)Cn1c(=O)sc2ccccc21
→ 4%[10 µM]	-7%[9.22 µM]	?	14%	2%[46 µM]	6%	-1%
Nc1ccc(C(=O)OCc2nc3ccccc3s2)cc1
→ -17%	-8%	-1%	3%	-13%[46 µM]	10%	1%
Cc1cc(NC(=O)CCCC(=O)NCc2ccccc2)no1
→ .	.	-2%	-7%	.	4%	-3%
Cc1ccc(S(=O)(=O)Nc2nc3ccccc3s2)cc1
→ -9%	3%	-2%	4%	0%	-3%	4%
COc1ccc(C2=CC(=O)N(Nc3ccccc3)C2=O)cc1
→ -18%[10 µM]	-32%	-1%	-4%	?	-6%	-2%
O=C(CSc1nnnn1-c1ccccc1)N1CCc2ccccc2C1
→ 5%	-1%	-3%	1%	-3%	7%	-3%
O=C1OC(NC(=O)c2ccccc2)C(n2cc(CO)nn2)=C1Cl (centres undefined)
→ -1%	20%	6%	-1%	19%	-4%	-6%
O=C(/C=C/c1cccc([N+](=O)[O-])c1)NCc1ccco1
→ -12%[10 µM]	-7%	-19%	-6%	0%	1%	3%
COc1ccc(/C=N/NC(=O)CN(C)S(=O)(=O)c2ccc(NC(C)=O)cc2)cc1
→ -7%[10 µM]	0%[9.22 µM]	10%	16%	3%[46 µM]	1%	3%
CC1CC(C)CN(CCOc2ccc(Cl)cc2Cl)C1 (centres undefined)
→ -12%	-19%	-4%	2%	10%	2%	-1%
CSC1=NCCN1C(=O)c1ccco1
→ -6%	-2%	-8%	-6%	1%	-12%	2%
CC(C)(C)n1ncc2c(=O)n(CC(=O)N3CCCC3)cnc21
→ -4%[10 µM]	0%	5%	-8%	-11%[46 µM]	-1%	-8%
N[C@@]1(C(=O)O)CN[C@@H](C(=O)O)C1
→ -15%	.	.	.	.	4%	0%
COc1cc(Nc2cc(C)nc3ncnn23)cc(OC)c1
→ 10%[10 µM]	5%	2%	4%	?	6%	-4%

Arranged by length of the SMILES (rising): some entries from above
Order of results – HTT ATP protect	HTT aggregate	GAA inhib	GAA glycogen	Lamin A splicing	CBFb-RUNX1 inh	aGlu spleen mod
CCSc1nc(N)c2c3c(sc2n1)CCC3
→ -13%	-11%	-4%	8%	-2%	7%	-1%
O=C(CSc1nnnn1-c1ccccc1)N1CCc2ccccc2C1
→ 5%	-1%	-3%	1%	-3%	7%	-3%
COc1ccc(N2CCN(CCCNC(=O)C3(S(=O)(=O)c4ccc(Cl)cc4)CC3)CC2)cc1
→ 20%[10 µM]	-11%	2%	-16%	11%	-16%	-7%

The results go on.
Order of results – HTT ATP protect	HTT aggregate	GAA inhib	GAA glycogen	Lamin A splicing	CBFb-RUNX1 inh	aGlu spleen mod
COc1cccc(CNC(=O)c2cccc(Br)c2)c1
→ .	-16%	1%	13%	?	0%	-2%
O=C(CCc1ccccc1)NNC(=O)c1ccccc1Br
→ .	31%	7%	3%	-2%	2%	-11%
O=c1c(-c2ccccc2)nc2cnc(Oc3cccc(Cl)c3)nc2n1C[C@H]1CCCO1
→ -26%	.	.	.	?	.	-2%
Cc1nc(N2CCN(C(=O)c3ccco3)CC2)c2c3c(sc2n1)CCCC3
→ 3%[10 µM]	0%	2%	3%	?	-11%	-15%
N#C/C(=C\c1ccc(F)c(Cl)c1)S(=O)(=O)c1ccccn1
→ -9%[10 µM]	-13%[9.22 µM]	.	2%	.	-3%	1%
CC1(C)C2CCC(C2)C1(C)N=C1OC(CCl)CS1 (centres undefined)
→ 0%[10 µM]	11%[9.22 µM]	-2%	0%	.	27%	-1%
